NSD2 inh: blocks human NSD2 histone methyltransferase activity. O96028. AID 624260. NSD2-SET H3K36me1 DELFIA fluorescence, biochemical. inhibition, % at 12.5 µM. hit rate 0.07% among 44,000; in the data active = inhibition above about 54%, passing the limit was not always enough; inconclusive = no clear call, values can overlap the other calls;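 also: inhibitors reduce the monomethyl H3K36 fluorescence signal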
Target sequence (O96028 whole entry, looked up): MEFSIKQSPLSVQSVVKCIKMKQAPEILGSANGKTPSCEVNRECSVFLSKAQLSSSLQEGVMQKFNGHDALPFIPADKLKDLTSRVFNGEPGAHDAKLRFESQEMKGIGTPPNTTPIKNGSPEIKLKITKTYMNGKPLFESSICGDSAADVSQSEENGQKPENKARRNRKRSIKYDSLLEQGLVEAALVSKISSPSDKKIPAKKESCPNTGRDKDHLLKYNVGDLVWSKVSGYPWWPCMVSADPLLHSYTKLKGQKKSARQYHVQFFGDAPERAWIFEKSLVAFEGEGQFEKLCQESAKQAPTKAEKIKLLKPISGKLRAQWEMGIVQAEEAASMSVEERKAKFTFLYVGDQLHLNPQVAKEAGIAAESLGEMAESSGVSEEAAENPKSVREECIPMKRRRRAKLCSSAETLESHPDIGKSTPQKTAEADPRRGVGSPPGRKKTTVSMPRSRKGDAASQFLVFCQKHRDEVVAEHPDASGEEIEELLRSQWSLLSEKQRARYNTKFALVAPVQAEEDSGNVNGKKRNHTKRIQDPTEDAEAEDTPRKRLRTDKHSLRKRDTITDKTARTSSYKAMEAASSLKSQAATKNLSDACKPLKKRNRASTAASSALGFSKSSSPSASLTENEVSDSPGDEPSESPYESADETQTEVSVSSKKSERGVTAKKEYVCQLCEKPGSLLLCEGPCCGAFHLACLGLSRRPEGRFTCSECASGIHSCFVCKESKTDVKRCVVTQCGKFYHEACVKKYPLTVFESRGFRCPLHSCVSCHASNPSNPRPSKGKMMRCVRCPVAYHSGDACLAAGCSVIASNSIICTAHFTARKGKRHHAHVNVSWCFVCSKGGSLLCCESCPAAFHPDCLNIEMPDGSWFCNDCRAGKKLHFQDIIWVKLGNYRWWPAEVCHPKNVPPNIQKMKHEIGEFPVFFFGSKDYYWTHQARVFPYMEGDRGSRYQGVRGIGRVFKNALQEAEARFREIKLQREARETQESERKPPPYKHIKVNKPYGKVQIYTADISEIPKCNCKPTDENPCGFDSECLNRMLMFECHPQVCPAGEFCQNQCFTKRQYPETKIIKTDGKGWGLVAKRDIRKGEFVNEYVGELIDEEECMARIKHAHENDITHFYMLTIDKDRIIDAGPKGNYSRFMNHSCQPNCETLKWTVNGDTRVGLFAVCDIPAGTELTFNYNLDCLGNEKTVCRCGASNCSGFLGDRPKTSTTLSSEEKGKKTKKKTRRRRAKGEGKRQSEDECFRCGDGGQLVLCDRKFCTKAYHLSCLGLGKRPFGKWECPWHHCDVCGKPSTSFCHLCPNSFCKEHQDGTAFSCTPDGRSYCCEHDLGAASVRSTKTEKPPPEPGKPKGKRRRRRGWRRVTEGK
Numbers without * were called inactive; i = inactive; ? = inconclusive.

NSD2 inh | Molecule
-5 | C[C@@H]1CN([C@H](C)CO)C(=O)Cc2cc(NC(=O)Cc3ccccc3)ccc2O[C@@H]1CN(C)C(=O)NC1CCCCC1
13 | Cc1ccc(S(=O)(=O)Nc2ccc3c(c2)CC(=O)N([C@@H](C)CO)C[C@H](C)[C@@H](CN(C)C(=O)NC(C)C)O3)cc1
3 | C[C@H]1CN([C@@H](C)CO)C(=O)c2cc(NS(=O)(=O)c3ccccc3)ccc2O[C@@H]1CN(C)Cc1ccncc1
-2 | CNC[C@@H]1Oc2ccc(NS(=O)(=O)c3cccs3)cc2C(=O)N([C@H](C)CO)C[C@H]1C
-4 | CCCc1cc(=S)sc(N)n1
-2 | COc1ccc(S(=O)(=O)Nc2cccc3c2O[C@H](CN(C)S(=O)(=O)c2ccc(F)cc2)[C@H](C)CN([C@@H](C)CO)C3=O)cc1
-3 | Cc1noc(C)c1S(=O)(=O)N(C)C[C@@H]1OCCCC[C@@H](C)Oc2ccc(NS(=O)(=O)c3ccccc3)cc2C(=O)N([C@H](C)CO)C[C@H]1C
2 | C[C@@H]1CN([C@@H](C)CO)C(=O)c2cc(NC(=O)C3CCCCC3)ccc2O[C@H]1CN(C)S(=O)(=O)c1ccc(F)cc1
-6 | Cc1ccc(S(=O)(=O)N(C)C[C@@H]2Oc3ccc(NC(=O)C4CCCCC4)cc3CC(=O)N([C@@H](C)CO)C[C@H]2C)cc1
-1 | COc1ccc(S(=O)(=O)N(C)C[C@@H]2OCCCC[C@H](C)Oc3ccc(NS(=O)(=O)c4ccc(C)cc4)cc3C(=O)N([C@@H](C)CO)C[C@@H]2C)cc1
-1 | C[C@H](CO)N1C[C@H](C)[C@H](CN(C)Cc2ccc(Cl)c(Cl)c2)OCCCC[C@H](C)Oc2ccc(NC(=O)Nc3ccc(F)cc3)cc2C1=O
-4 | C[C@H](CO)N1C[C@H](C)[C@H](CN(C)C(=O)c2ccccc2F)Oc2cc(-c3ccccc3)ccc2S1(=O)=O
-8 | C[C@@H]1CCCCO[C@H](CN(C)C(=O)Nc2cccc3ccccc23)[C@@H](C)CN([C@@H](C)CO)C(=O)c2cc(NC(=O)CCC(F)(F)F)ccc2O1
-8 | CC(C)NC(=O)N(C)C[C@@H]1Oc2ncc(C#CC3CCCC3)cc2C(=O)N([C@@H](C)CO)C[C@H]1C
-2 | COc1ccc(S(=O)(=O)Nc2cccc3c2O[C@@H](CN(C)S(=O)(=O)c2cccs2)[C@@H](C)CN([C@@H](C)CO)C3=O)cc1
i | CC(C)NC(=O)N(C)C[C@H]1Oc2ccc(NC(=O)C3CCCCC3)cc2C(=O)N([C@@H](C)CO)C[C@@H]1C
0 | C[C@@H]1CN([C@H](C)CO)C(=O)CCCn2cc(nn2)CO[C@@H]1CN(C)C(=O)Nc1ccnc(N2CCOCC2)c1
-1 | Cc1noc(C)c1NC(=O)N(C)C[C@H]1Oc2c(NC(=O)Nc3ccc(C(F)(F)F)cc3)cccc2C(=O)N([C@@H](C)CO)C[C@@H]1C
3 | C[C@@H]1CN([C@H](C)CO)C(=O)c2cc(NS(=O)(=O)c3cccs3)ccc2O[C@@H](C)CCCCO[C@H]1CN(C)C(=O)NC1CCCCC1
-1 | O=C(N/N=C/[C@@H](O)[C@@H](O)[C@H](O)[C@H](O)CO)c1ccccc1O
-2 | CCCN(CCC)CCc1cccc2c1CC(=O)N2
0 | C[C@H](CO)N1C[C@H](C)[C@@H](CN(C)C(=O)Nc2cccc3ccccc23)Oc2ccc(NC(=O)C3CCCCC3)cc2CC1=O
0 | C[C@H](CO)N1C[C@H](C)[C@@H](CN(C)C(=O)Nc2cccc3ccccc23)Oc2ccc(NS(=O)(=O)c3ccc(F)cc3)cc2C1=O
0 | C[C@H](CO)N1C[C@H](C)[C@@H](CN(C)C(=O)c2ccc(F)cc2)Oc2ncc(C#CC3CC3)cc2C1=O
-6 | CC(=O)N(C)C[C@@H]1Oc2cc(-c3ccc(C)cc3)ccc2S(=O)(=O)N([C@@H](C)CO)C[C@@H]1C

Following part:
NSD2 inh | Molecule
1 | C[C@H](CO)N1C[C@H](C)[C@H](CN(C)C(=O)Cc2ccncc2)Oc2ncc(C#Cc3ccccc3F)cc2C1=O
-2 | C[C@H](CO)N1C[C@H](C)[C@@H](CN(C)Cc2ccccc2)Oc2c(NS(=O)(=O)c3cn(C)cn3)cccc2C1=O
-6 | CC(C)C#Cc1ccc2c(c1)O[C@H](CN(C)C(=O)c1cccc(F)c1)[C@H](C)CN([C@@H](C)CO)S2(=O)=O
17 | CC(C)NC(=O)N(C)C[C@@H]1Oc2ncc(C3=CCCCC3)cc2C(=O)N([C@@H](C)CO)C[C@@H]1C
-5 | CC(=O)N(C)C[C@@H]1Oc2ncc(-c3ccccc3F)cc2C(=O)N([C@H](C)CO)C[C@H]1C
0 | C[C@@H]1CN([C@@H](C)CO)C(=O)c2cc(NS(=O)(=O)c3ccc(F)cc3)ccc2O[C@@H]1CN(C)C(=O)NC1CCCCC1
9 | COc1ccc(NC(=O)Nc2ccc3c(c2)CC(=O)N([C@H](C)CO)C[C@H](C)[C@H](CN(C)C)O3)cc1
3 | C[C@@H]1CN([C@H](C)CO)C(=O)Cc2cc(NS(C)(=O)=O)ccc2O[C@H]1CN(C)Cc1ccncc1
-1 | C[C@H]1CN([C@@H](C)CO)C(=O)Cc2cc(NS(=O)(=O)c3cn(C)cn3)ccc2O[C@@H]1CN(C)S(C)(=O)=O
-1 | C[C@H](CO)N1C[C@H](C)[C@@H](CN(C)S(=O)(=O)c2ccccc2)Oc2ncc(C#CC3CCCCC3)cc2C1=O
4 | CCC[C@@H](O)[C@H](O)[C@@H]1CC(OC)=CC(=O)O1
3 | C=C1CC[C@@H]2[C@](C)(CO)[C@H](O)CC[C@@]2(C)[C@@H]1CC(O)C1=CCOC1=O (stereo partly drawn)
-5 | C[C@@H]1CCCCO[C@@H](CN(C)C(=O)Cc2ccccc2)[C@@H](C)CN([C@H](C)CO)C(=O)c2cc(NC(=O)c3ccncc3)ccc2O1
11 | COc1ccc(S(=O)(=O)N(C)C[C@@H]2OCCCC[C@H](C)Oc3ccc(NC(=O)Nc4ccc(C(F)(F)F)cc4)cc3C(=O)N([C@@H](C)CO)C[C@@H]2C)cc1
1 | C[C@@H]1CN([C@H](C)CO)C(=O)c2cc(NC(=O)Nc3ccccc3)ccc2O[C@H]1CN(C)C
-1 | C[C@H](CO)N1C[C@H](C)[C@@H](CN(C)C(=O)c2ccc3c(c2)OCO3)Oc2ncc(C#Cc3ccccc3F)cc2C1=O
4 | CC(=O)N(C)C[C@H]1Oc2cc(C#CC3CC3)ccc2S(=O)(=O)N([C@H](C)CO)C[C@H]1C
2 | C[C@@H]1CN([C@@H](C)CO)C(=O)c2cccc(NC(=O)Nc3ccc(F)cc3)c2O[C@H]1CN(C)S(=O)(=O)c1ccc(Cl)cc1
-5 | CC(C)CC#Cc1cnc2c(c1)C(=O)N([C@@H](C)CO)C[C@H](C)[C@H](CN(C)C(=O)Nc1ccccc1F)O2
1 | C[C@@H]1CN([C@H](C)CO)C(=O)c2cc(NS(=O)(=O)c3cn(C)cn3)ccc2O[C@@H](C)CCCCO[C@H]1CN(C)C(=O)Nc1ccccc1
5 | CC(C)NC(=O)N(C)C[C@H]1Oc2c(cccc2N(C)C)C(=O)N([C@@H](C)CO)C[C@@H]1C
-4 | Cc1ccc(S(=O)(=O)Nc2ccc3c(c2)CC(=O)N([C@@H](C)CO)C[C@H](C)[C@@H](CN(C)Cc2ccccc2)O3)cc1
3 | COc1ccc(NC(=O)N(C)C[C@H]2Oc3ccc(NC(=O)C4CC4)cc3C(=O)N([C@@H](C)CO)C[C@H]2C)cc1
9 | C[C@@H]1CN([C@@H](C)CO)C(=O)c2cccc(NC(=O)C3CCOCC3)c2O[C@@H]1CN(C)Cc1ccncc1
-2 | C[C@@H]1CN([C@@H](C)CO)C(=O)c2cc(NS(C)(=O)=O)ccc2O[C@@H](C)CCCCO[C@@H]1CN(C)Cc1ccc(C(F)(F)F)cc1

By substructure: those above with two or more sulfur atoms.
NSD2 inh | Molecule
-2 | CNC[C@@H]1Oc2ccc(NS(=O)(=O)c3cccs3)cc2C(=O)N([C@H](C)CO)C[C@H]1C
-4 | CCCc1cc(=S)sc(N)n1
-2 | COc1ccc(S(=O)(=O)Nc2cccc3c2O[C@H](CN(C)S(=O)(=O)c2ccc(F)cc2)[C@H](C)CN([C@@H](C)CO)C3=O)cc1
-3 | Cc1noc(C)c1S(=O)(=O)N(C)C[C@@H]1OCCCC[C@@H](C)Oc2ccc(NS(=O)(=O)c3ccccc3)cc2C(=O)N([C@H](C)CO)C[C@H]1C
-1 | COc1ccc(S(=O)(=O)N(C)C[C@@H]2OCCCC[C@H](C)Oc3ccc(NS(=O)(=O)c4ccc(C)cc4)cc3C(=O)N([C@@H](C)CO)C[C@@H]2C)cc1
-2 | COc1ccc(S(=O)(=O)Nc2cccc3c2O[C@@H](CN(C)S(=O)(=O)c2cccs2)[C@@H](C)CN([C@@H](C)CO)C3=O)cc1
3 | C[C@@H]1CN([C@H](C)CO)C(=O)c2cc(NS(=O)(=O)c3cccs3)ccc2O[C@@H](C)CCCCO[C@H]1CN(C)C(=O)NC1CCCCC1
-1 | C[C@H]1CN([C@@H](C)CO)C(=O)Cc2cc(NS(=O)(=O)c3cn(C)cn3)ccc2O[C@@H]1CN(C)S(C)(=O)=O

Additional records follow.
NSD2 inh | Molecule
3 | Cc1noc(C)c1NC(=O)Nc1ccc2c(c1)C(=O)N([C@@H](C)CO)C[C@@H](C)[C@H](CN(C)C(=O)c1ccccc1)OCCCC[C@H](C)O2
5 | Cc1noc(C)c1S(=O)(=O)Nc1ccc2c(c1)C(=O)N([C@@H](C)CO)C[C@H](C)[C@H](CN(C)Cc1ccc(C(=O)O)cc1)O2
0 | COCC(=O)N(C)C[C@@H]1Oc2ncc(C#Cc3ccccc3)cc2C(=O)N([C@H](C)CO)C[C@H]1C
2 | C[C@H](CO)N1C[C@H](C)[C@@H](CN(C)C(=O)NC2CCCCC2)Oc2c(NC(=O)C3CCCCC3)cccc2C1=O
4 | C[C@@H]1CN([C@@H](C)CO)S(=O)(=O)c2ccc(-c3cccnc3)cc2O[C@@H]1CN(C)CC1CCOCC1
1 | C=C(C)[C@@H]1CC=C(/C=N/NC(=O)c2ccccn2)CC1
-5 | CCCC#Cc1cnc2c(c1)C(=O)N([C@H](C)CO)C[C@@H](C)[C@H](CN(C)C(=O)Cc1ccccc1)O2
-6 | C[C@H](CO)N1C[C@H](C)[C@H](CN(C)C(=O)c2ccccc2)OCCCC[C@H](C)Oc2ccc(NS(=O)(=O)c3cn(C)cn3)cc2C1=O
-8 | CC(C)(C)NC(=O)c1ccccc1SCc1ccc(F)cc1
-1 | C[C@H](CO)N1C[C@H](C)[C@@H](CN(C)S(=O)(=O)c2ccc(-n3cccn3)cc2)OCc2cn(nn2)CCCC1=O
3 | C[C@H]1CN([C@@H](C)CO)C(=O)c2cccc(NS(=O)(=O)c3cn(C)cn3)c2O[C@H]1CN(C)S(=O)(=O)c1cn(C)cn1
22 | CC(=O)N(C)C[C@@H]1Oc2cc(-c3ccccc3C)ccc2S(=O)(=O)N([C@H](C)CO)C[C@H]1C
-2 | C[C@@H]1CN([C@@H](C)CO)C(=O)c2cc(/C=C/c3ccccc3)cnc2O[C@H]1CN(C)S(=O)(=O)c1ccccc1F
0 | Cc1noc(C)c1S(=O)(=O)Nc1cccc2c1O[C@@H](CN(C)S(=O)(=O)c1ccc(F)cc1)[C@@H](C)CN([C@H](C)CO)C2=O
-7 | CC(C)CC#Cc1ccc2c(c1)O[C@H](CN(C)C(=O)Nc1ccccc1)[C@@H](C)CN([C@@H](C)CO)S2(=O)=O
9 | C[C@@H]1CN([C@H](C)CO)C(=O)c2cc(NC(=O)Cn3cnnn3)ccc2O[C@H]1CN(C)Cc1ccncc1
5 | COC(=O)c1cc(O)cc(O)c1C(=O)c1c(O)c(Cl)c(C)c(Cl)c1OC
-6 | C[C@H](CO)N1C[C@H](C)[C@@H](CN(C)Cc2ccc(Cl)c(Cl)c2)Oc2ccc(NC(=O)NC3CCCCC3)cc2CC1=O
? | C[C@@H]1CCCCO[C@H](CN(C)C(=O)Nc2ccc3c(c2)OCO3)[C@@H](C)CN([C@H](C)CO)C(=O)c2cc(NC(=O)Nc3ccc4c(c3)OCO4)ccc2O1
-2 | CC(C)NC(=O)N(C)C[C@H]1Oc2cc(Br)ccc2S(=O)(=O)N([C@H](C)CO)C[C@@H]1C
6 | CCOC(=O)[C@H](Cc1ccccc1)NC(=O)CN=[N+]=[N-]
-8 | C[C@H](CO)N1C[C@H](C)[C@H](CN(C)C(=O)NC2CCCCC2)OCCCC[C@H](C)Oc2ccc(NC(=O)CCCN(C)C)cc2C1=O
-3 | COc1ccc(NC(=O)N(C)C[C@H]2Oc3ccc(NC(=O)Nc4ccc(F)cc4)cc3CC(=O)N([C@H](C)CO)C[C@@H]2C)cc1
-3 | CCCN(C)C[C@H]1Oc2cc(-c3cccc(OC)c3)ccc2S(=O)(=O)N([C@@H](C)CO)C[C@H]1C
3 | COCC#Cc1ccc2c(c1)O[C@H](CN(C)C(=O)C1CCOCC1)[C@@H](C)CN([C@@H](C)CO)S2(=O)=O

Going on with the list:
NSD2 inh | Molecule
-3 | Cc1noc(C)c1S(=O)(=O)Nc1ccc2c(c1)CC(=O)N([C@@H](C)CO)C[C@@H](C)[C@@H](CN(C)C)O2
-39 | C[C@H]1CN([C@@H](C)CO)C(=O)c2cccc(NS(C)(=O)=O)c2O[C@H]1CN(C)S(=O)(=O)c1ccc(Cl)cc1
6 | CCC(=O)N(C)C[C@@H]1Oc2ncc(C#Cc3ccc(OC)cc3)cc2C(=O)N([C@H](C)CO)C[C@H]1C
-2 | Cc1noc(C)c1S(=O)(=O)N(C)C[C@@H]1OCCCC[C@H](C)Oc2ccc(NC(=O)Nc3ccc(C(F)(F)F)cc3)cc2C(=O)N([C@H](C)CO)C[C@H]1C
6 | COCC#Cc1ccc2c(c1)O[C@H](CN(C)S(=O)(=O)c1ccc(C)cc1)[C@H](C)CN([C@@H](C)CO)S2(=O)=O
-2 | CC(=O)Oc1cc2c(C(=O)N3CCCC3)c(C)oc2c2ccccc12
0 | C[C@@H]1CN([C@@H](C)CO)C(=O)c2cccc(NC(=O)Nc3ccc(C(F)(F)F)cc3)c2O[C@@H]1CN(C)Cc1ccc2c(c1)OCO2

Screening results deposited in PubChem by Broad Institute.

The list is partial (hit frequency here may not be typical).
